Screening data: PubChem, National Center for Advancing Translational Sciences (NCATS)
D3 ag = qHTS of D3 Dopamine Receptor Agonist: qHTS; actives 0.58% (n = 410,000); AID 652048, 2013; max activation, %; D(3) dopamine receptor (Homo sapiens), P35462; D3R DiscoveRx beta-arrestin cells, luminescence, 90 min; in the data active means max activation above about 30%; further: 0% is about no effect; mostly tested at two doses, the higher about 12 µM
Target sequence (P35462 whole entry, looked up): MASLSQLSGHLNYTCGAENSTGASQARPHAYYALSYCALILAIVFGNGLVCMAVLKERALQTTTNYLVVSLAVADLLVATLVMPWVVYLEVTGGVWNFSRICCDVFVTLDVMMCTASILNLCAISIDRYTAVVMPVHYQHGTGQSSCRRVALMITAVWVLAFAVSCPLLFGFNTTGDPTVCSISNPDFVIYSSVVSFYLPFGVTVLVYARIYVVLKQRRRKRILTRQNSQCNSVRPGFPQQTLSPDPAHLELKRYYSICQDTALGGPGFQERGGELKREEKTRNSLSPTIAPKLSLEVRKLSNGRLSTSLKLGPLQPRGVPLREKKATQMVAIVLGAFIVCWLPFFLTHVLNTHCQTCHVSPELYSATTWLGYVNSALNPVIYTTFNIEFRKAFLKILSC
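Agonist mode: compounds and dopamine controls were applied to plated cells for 90 min at 37 degrees C after an overnight attachment at 1500 cells/well. Luminescent read-out followed 30 - 60 minutes at room temperature with DiscoveRx detection reagent.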
PTHR1 agonist = qHTS for PTHR1 Agonists: Primary Screen. Potency, µM (top dose mostly 115 µM), for the others: at the top dose activation, hits mostly activators. Parathyroid hormone/parathyroid hormone-related peptide receptor (Homo sapiens), Q03431. HEK293 GP2 PTHR1 cells, GloSensor cAMP luminescence, 1 h. actives 0.075% (n = 410,000); active means well fitted activation curve with a large enough effect; inconclusive means small, poorly fitted or top-dose-only effect, or another doubt; inactive means no such curve, though single readings can be large or run the other way; further: potency means the concentration at half of the fitted maximal effect; nearly all actives have a fitted effect of over 55% in size; some results filed as inactive show a strong effect at the top dose; inactives centre near -15; many of its hits are not listed in these tables
Target sequence (Q03431 whole entry, looked up): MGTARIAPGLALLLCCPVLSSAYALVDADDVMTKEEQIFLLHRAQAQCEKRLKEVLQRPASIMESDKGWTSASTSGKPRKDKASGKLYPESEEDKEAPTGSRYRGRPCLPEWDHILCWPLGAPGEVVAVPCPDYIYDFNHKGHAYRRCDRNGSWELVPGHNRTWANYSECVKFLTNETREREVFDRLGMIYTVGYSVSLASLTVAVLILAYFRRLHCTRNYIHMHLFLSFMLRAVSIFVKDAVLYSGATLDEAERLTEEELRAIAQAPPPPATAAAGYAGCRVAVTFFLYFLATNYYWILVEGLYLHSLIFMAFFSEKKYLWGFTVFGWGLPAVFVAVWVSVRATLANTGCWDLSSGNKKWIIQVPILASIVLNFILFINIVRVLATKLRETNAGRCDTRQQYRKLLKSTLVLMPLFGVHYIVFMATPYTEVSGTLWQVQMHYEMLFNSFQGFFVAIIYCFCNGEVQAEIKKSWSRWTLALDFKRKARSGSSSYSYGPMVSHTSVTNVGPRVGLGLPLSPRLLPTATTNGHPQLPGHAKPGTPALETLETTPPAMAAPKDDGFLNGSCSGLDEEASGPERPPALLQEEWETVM
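HEK-293-derived GP2 cells expressing PTHR1 and a GloSensor cAMP reporter, 3,000/well, plated overnight, given luciferin plus IBMX (each 0.5 mM as added) for 1 h at 37 °C, then compound for 1 h at 37 °C. Luminescence was read after 15 min at room temperature.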
Starred values were filed as active, the others as inactive; i = inactive; u = inconclusive; [ ] = dose if it differs, or a comment. A portion of the library, so the mix of outcomes need not match the whole.

Fields – D3 ag	PTHR1 agonist
#1 COc1cc(C2C(C(=O)Nc3ccc(C)cc3C)=C(C)Nc3nc4ccccc4n32)cc(OC)c1OC (stereo unspecified)
  -12	32%
#2 CCOc1ccc(NC(=O)c2c(NC(=O)c3ccccc3Br)sc3c2CCC(C)C3)cc1 (stereo unspecified)
  -10	-2%
#3 Cc1ccc2oc(-c3ccc(C)c(NC(=O)/C=C/c4ccco4)c3)nc2c1
  8	i
#4 CNc1nc(Oc2ccc(=O)[nH]n2)nc(N2CCOCC2)n1
  5	u
#5 COc1ccc(NC(=O)Cc2c(C(=O)O)[nH]c3ccccc23)cc1OC
  0	-33%[inhibitor]
#6 CCOc1ccccc1-c1nc(Cn2c(=O)cc(C)c3c(C)nn(-c4ccccc4)c32)c(C)o1
  9	i
#7 Cc1cc2c(cc1C)NC(CC(=O)Nc1ccccc1SC(F)(F)F)C(=O)N2 (stereo unspecified)
  0	i
#8 CCC(C)n1c(=N)c(C(=O)NC2CCCCC2)cc2c(=O)n3ccccc3nc21 (stereo unspecified)
  -17	i
#9 CCc1ccc(OCC(=O)Nc2ccc(Cl)c(-c3nc4ncccc4o3)c2)cc1
  1	-3%
#10 CC1CCC(NC(=O)CCc2cn(Cc3ccccc3Cl)c3ccccc23)CC1 (stereo unspecified)
  12	-18%
#11 COc1ccc(C(=O)c2oc3ccccc3c2NC(=O)c2cccc(OC)c2)cc1
  -11	i
#12 Cc1nn(C)c2c1c(C(F)(F)F)cc(=O)n2C(C)C(=O)NCc1ccc(Cl)cc1 (stereo unspecified)
  -11	i
#13 CCOC(=O)c1sc(NC(=O)c2nc3ncccn3n2)c(C(=O)OC)c1C
  0	-23%
#14 O=C(C1CC1)N1CCc2cc(Br)cc(S(=O)(=O)N3CCN(c4cccc(C(F)(F)F)c4)CC3)c21
  -6	-30%
#15 COc1ccc(CNC(=O)CSc2ncc3c(n2)-c2cc(Cl)ccc2N(C)S3(=O)=O)cc1
  -9	i

Part of the list above, in transposed form.
[9] CCc1ccc(OCC(=O)Nc2ccc(Cl)c(-c3nc4ncccc4o3)c2)cc1
[10] CC1CCC(NC(=O)CCc2cn(Cc3ccccc3Cl)c3ccccc23)CC1 (stereo unspecified)
[11] COc1ccc(C(=O)c2oc3ccccc3c2NC(=O)c2cccc(OC)c2)cc1
assay / compound | 9 | 10 | 11
D3 ag | 1 | 12 | -11
PTHR1 agonist | -3% | -18% | i

2 of the compounds above, with tabs.
#	structure	D3 ag	PTHR1 agonist
9	CCc1ccc(OCC(=O)Nc2ccc(Cl)c(-c3nc4ncccc4o3)c2)cc1	1	-3%
15	COc1ccc(CNC(=O)CSc2ncc3c(n2)-c2cc(Cl)ccc2N(C)S3(=O)=O)cc1	-9	i

Additional entries.
Fields – D3 ag	PTHR1 agonist
#16 COc1ccc(NC(=O)CN2C(=O)COc3ccc(S(=O)(=O)Nc4ccccc4)cc32)cc1OC
  -2	i
#17 COC(=O)CCNC(=O)N1CCN(c2nnc(C)c3c(C)n(-c4ccc(Cl)cc4)nc23)CC1
  -7	i
#18 Cc1ccc(-c2cn3nc(N4CCCC(C(=O)NCc5ccc(F)cc5)C4)sc3n2)cc1 (stereo unspecified)
  -10	-25%
#19 CCCc1nn2c(=O)cc(COC(=O)CNC(=O)COc3ccc(C)cc3)nc2s1
  10	-22%
#20 CCC(=O)N1CCc2cc(S(=O)(=O)NCc3ccc(C)cc3)ccc21
  -14	i
#21 COc1ccc(S(=O)(=O)NCc2cccn2Cc2cccc(C)c2)cc1
  1	i
#22 COc1cccc(CSc2nc3n(n2)C(c2ccc(C(=O)O)cc2)C(C(=O)Nc2ccccc2)=C(C)N3)c1 (stereo unspecified)
  0	i
#23 O=C(Cn1c(=O)n(Cc2ccco2)c(=O)c2oc3ccccc3c21)Nc1ccc(F)c(Cl)c1
  0	-5%
#24 CCOC(=O)c1ccc(NC(=O)c2cnn3c(=O)c4c(n(CC)c23)CCN(Cc2ccc(OC)cc2)C4)cc1
  11	-49%
#25 Cc1ccc(C(=O)NCC(c2ccco2)S(=O)(=O)c2cccs2)cc1C (stereo unspecified)
  7	-63%[inhibitor]
#26 COc1ccc(-c2cnc(C)o2)cc1S(=O)(=O)Nc1ccc(C)c(N(C)C)c1
  2	i
#27 CC(=O)Nc1cc(C(=O)NCc2ccc(F)cc2)ccc1S(=O)(=O)c1ccc(C)cc1
  0	u
#28 O=C(Nc1cc(Cl)ccc1Cl)c1cc2nc(-c3ccc4c(c3)OCO4)cc(C(F)(F)F)n2n1
  13	i
#29 COC(=O)c1cc(NC(=O)Cn2ncc3c2-c2ccccc2OC3)cc(C(=O)OC)c1
  9	i
#30 O=c1cc(CN2CCN(S(=O)(=O)c3ccc(Cl)cc3)CC2)nc2sc(-c3ccccc3F)nn12
  4	i
#31 COc1ccc(CNC(=O)CN2C(=O)CSc3ccc(S(=O)(=O)N4CCCC4)cc32)cc1
  -11	i
#32 Cc1cccc(C(=O)N2CCc3cc(CNC(=O)COc4ccc(Cl)cc4)ccc32)c1
  -9	-12%
#33 CCOc1ccc(NC(=O)CCc2c(C)nn(-c3ccc(N4CCCC4)nn3)c2C)cc1
  5	-4%
#34 CCOC(=O)c1oc2c(c1C)-c1nn(Cc3ccc(Cl)cc3)cc1CC2
  6	-16%
#35 COc1cccc(CNC(=O)CSC2=Nc3ccccc3C3=NC(C(C)C)C(=O)N23)c1 (stereo unspecified)
  -11	i
#36 O=C(CCC1N=C2c3ccccc3N=C(SCc3ccc(F)cc3)N2C1=O)NC1CCCCC1 (stereo unspecified)
  -4	-23%
#37 Cc1ccc(C(=O)CSc2ncc3c(n2)-c2ccccc2N(Cc2ccc(Cl)cc2)S3(=O)=O)cc1
  -6	8%
#38 COc1ccc(-n2nc(C)c3c(C(F)(F)F)cc(-c4cccnc4)nc32)cc1
  14	i
#39 CCN(c1ccc(Cl)cc1)S(=O)(=O)c1nnc(NC(=O)c2ccco2)s1
  -23	-21%
#40 CCc1ccc(Cn2c(CNS(=O)(=O)c3ccc(C)c(C)c3)nc3cccnc32)cc1
  6	i
#41 Cn1ncc2c(NCc3ccccc3Cl)nc(NCCO)nc21
  -10	-18%
#42 Cc1cccc(N2CCN(C(=O)C3CCN(S(=O)(=O)c4c(C)noc4/C=C/c4ccccc4F)CC3)CC2C)c1 (stereo unspecified)
  3	i
#43 O=C(Nc1cccc(O)c1)c1cc2nc(-c3ccc(Br)cc3)cc(C(F)(F)F)n2n1
  -5	-75%
#44 CCOC(=O)C1CCCCN1S(=O)(=O)c1csc(C(N)=O)c1 (stereo unspecified)
  1	i
#45 O=C1COc2cc(S(=O)(=O)CCC(=O)N3CCN(c4ccccc4F)CC3)c(Cl)cc2N1
  -5	-17%

A portion of the results above, as a working copy:
Fields – D3 ag	PTHR1 agonist
#33 CCOc1ccc(NC(=O)CCc2c(C)nn(-c3ccc(N4CCCC4)nn3)c2C)cc1
  5	-4%
#34 CCOC(=O)c1oc2c(c1C)-c1nn(Cc3ccc(Cl)cc3)cc1CC2
  6	-16%
#35 COc1cccc(CNC(=O)CSC2=Nc3ccccc3C3=NC(C(C)C)C(=O)N23)c1 (stereo unspecified)
  -11	i
#36 O=C(CCC1N=C2c3ccccc3N=C(SCc3ccc(F)cc3)N2C1=O)NC1CCCCC1 (stereo unspecified)
  -4	-23%

Next compounds follow.
Fields – D3 ag	PTHR1 agonist
#46 CCC(Sc1nc2ccccc2c2nc(CCn3c(C)nc4ccccc43)nn12)C(=O)Nc1ccc(F)cc1 (stereo unspecified)
  5	i
#47 COc1ccc(NC(=O)CC2C(=O)N(c3ccc(C)cc3)C(=O)N2Cc2ccc(C)cc2)cc1 (stereo unspecified)
  -4	-17%
#48 Cc1cccc(NC(=O)N2CC=C(c3c[nH]c4ccccc34)CC2)c1C
  -23	-14%
#49 CC(C)c1cccc(C(C)C)c1NC1=NS(=O)(=O)c2ccccc21
  -9	-1%
#50 Cc1cc(F)ccc1NC(=O)CN(C)S(=O)(=O)c1ccc(C(=O)N2CCOCC2)s1
  -7	i
#51 CCCC12CN3CC(CCC)(CN(C1)C3c1ccccc1)C2=O (stereo unspecified)
  -9	-26%
#52 COc1ccc(NC(=O)C2CCN(C3=NS(=O)(=O)C(c4ccc(C)c(C)c4)=C3C)CC2)cc1OC
  4	-48%[inhibitor]
#53 CCOC(=O)N1CCc2c(sc(NCc3cccc(F)c3)c2C(=O)Nc2ccc(OC)cc2)C1
  9	-9%
#54 COc1ccc(-c2nc(Cn3c(SCc4cccc(C(F)(F)F)c4)nc4cccnc43)c(C)o2)cc1OC
  -1	-26%
#55 O=C(CCS(=O)(=O)c1nc(-c2cccs2)cc(C(F)(F)F)n1)Nc1ccc(OC(F)(F)F)cc1
  -6	-8%
#56 CCOC(=O)c1ccc(NC(=O)Cn2nc3c4ccccc4n(Cc4cccc(F)c4)cc-3c2=O)cc1
  -10	-97%
#57 COc1cccc(NC(=O)CN2C(=O)CC(c3ccco3)Sc3ccccc32)c1 (stereo unspecified)
  2	-19%
#58 CCc1ccc(OCC(=O)Nc2ncn[nH]2)c(Br)c1
  -23	-44%[inhibitor]
#59 CCOc1ccc(-n2c(SCC(=O)NCc3ccccc3)nc3n[nH]c(C)c3c2=N)cc1
  -30	u
#60 CCn1c(=O)cc(OCC(=O)Nc2cc(OC)c(OC)c(OC)c2)c2ccccc21
  3	-13%
#61 CCc1ccc2occ(CC(=O)Nc3nnc(SC)s3)c2c1
  10	-16%
#62 CC(=O)c1cccc(NC(=O)Cn2ccn3nc(-c4ccccc4)cc3c2=O)c1
  4	i
#63 Cc1ccc(CSc2nnc(-n3c(=O)c(C#N)cc4c(=O)n5cccc(C)c5nc43)s2)cc1
  9	i
#64 Cc1ccc(C(=O)Nc2nc(-c3ccccc3)ns2)cc1
  -5	-81%[inhibitor]
#65 CSc1ncc(Cl)c(C(=O)N(C)c2ccccc2)n1
  7	-62%[inhibitor]
#66 CC(C)CN(CCNC(=O)c1cc(-c2ccc(Cl)s2)nc2ccccc12)CC(C)C
  5	-23%
#67 COc1cc2ccccc2cc1C(=O)Nc1ccc2oc(-c3ccc(F)cc3)nc2c1
  3	-29%
#68 CC(C)CCn1c(SCc2c(F)cccc2Cl)nc2ccsc2c1=O
  6	-18%
#69 COc1ccc(CCNC(=O)CCCCn2c(=O)c3ccccc3n(CC(=O)Nc3ccc(C)cc3C)c2=O)cc1OC
  -8	i
#70 COc1ccc(OC)c(NC(=O)CSC2=Nc3ccccc3C3=NC(CC(=O)NCCc4ccccc4)C(=O)N23)c1 (stereo unspecified)
  0	-12%
#71 COc1ccc(-c2noc(CSc3nc4ccccc4[nH]3)n2)cc1OC
  1	-33%[inhibitor]
#72 Cc1ccccc1NC(=O)c1ccc(Cl)c(S(=O)(=O)N2CCCCCC2)c1
  -10	-76%[inhibitor]
#73 Cc1cc(C)cc(-n2ccn(CC(=O)c3ccc(F)cc3)c(=O)c2=O)c1
  3	5%
#74 CCOc1ccc(N(CC)S(=O)(=O)N2CCCC(C(=O)Nc3ccc(OC)c(OC)c3)C2)cc1 (stereo unspecified)
  9	-7%
#75 CCOC(=O)c1cccc(NC(=O)C2=C(C)C(=O)OC23CCCCC3)c1
  -4	-9%
#76 Cc1nn2c(=O)cc(COC(=O)c3ccccc3NC(=O)C(C)C)nc2s1
  5	i
#77 COc1cccc(CNC(=O)Cn2c(C)c3cnn(-c4ccccc4)c(=O)c3c2C)c1
  -3	-8%
#78 COc1ccc(-c2nc3c(C#N)c[nH]n3c2NC2CCCC2)c(OC)c1
  -3	-2%
#79 CCCOc1ccc(C(=O)Nc2ccc3oc(-c4ccc(N(C)C)cc4)nc3c2)cc1
  -7	i
#80 CCOc1ccccc1NC(=O)C(NS(=O)(=O)c1cccc2nsnc12)c1ccccc1 (stereo unspecified)
  7	i
#81 Cn1c(=O)n(C)c2cc(N3CCOCC3)c(NS(=O)(=O)c3ccc(Cl)cc3)cc21
  8	u
#82 COc1ccccc1N1CCN(C(=O)CSc2nc3ccccc3nc2Cc2ccc(C)cc2)CC1
  34*	-34%[inhibitor]
#83 Cn1c(=O)c(=O)n(C)c2cc(NC(=O)c3cccc(F)c3)c(Cl)cc21
  -3	-22%
#84 CCc1ccc(S(=O)(=O)c2nnn(-c3cccc(C)c3)c2N)cc1
  1	-27%
#85 Cc1cc(Nc2cccc(C(F)(F)F)c2)nc2ccc(NC(=O)c3cccnc3)cc12
  -7	i
#86 CC(=O)N1CCCc2cc(S(=O)(=O)N3CCC(C(=O)Nc4cccc(Cl)c4C)CC3)ccc21
  4	i
#87 COc1ccc(NC(=O)CSc2ccc3nc(-c4ccccc4)cn3n2)cc1OC
  -1	i
#88 CCc1ccc(OCc2nc(-c3ccc(OC)cc3)no2)c(Br)c1
  3	-31%[inhibitor]
#89 Cc1ccc(C(=O)c2cn(Cc3ccc(F)cc3)c3nc(C)ccc3c2=O)cc1
  -11	-36%[inhibitor]
#90 CCN(CCCNC(=O)CN1N=C(c2ccc(C)cc2)CCC1=O)c1ccccc1
  -28	i
#91 CCN1C(=O)C(Cc2nc3ccccc3c(=O)n2-c2ccc(OC)cc2)c2cc(C)ccc21 (stereo unspecified)
  -16	-36%[inhibitor]
#92 Nc1c(C(=O)Nc2ccc(Br)cc2)sc2nc(-c3ccncc3)ccc12
  -15	-9%
#93 COc1ccc2nc(N(Cc3cccnc3)C(=O)c3ccc4c(c3)OCCO4)sc2c1
  5	-38%[inhibitor]
